POLK inh: qHTS for Inhibitors of Polymerase Kappa | AID 588579, 2011 | purified Pol kappa, fluorescent DNA synthesis assay, 10 min | DNA polymerase kappa (Homo sapiens), Q9UBT6 | Potency, µM (doses to about 107 µM), inactives show top-dose activity, negative = inhibition, most hits filed as inhibitors | 0.53% of 400,000 active; further: potency means the concentration at half of the fitted maximal effect; on the % scale 0 is the no-effect control and ±100 the full control effect
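Readout: fluorescence, taken kinetically at 0 and 10 min. Conditions: 10 nM Pol kappa, 15 min RT compound preincubation, 50 nM substrate final. Controls: enzyme-free buffer wells.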
BLM inh: qHTS Assay for Inhibitors of Bloom's syndrome helicase (BLM); Potency, µM (highest dose often 56.1 µM), for inactives: at the top dose activity change, negative = inhibition, most hits filed as inhibitors; RecQ-like DNA helicase BLM (Homo sapiens), P54132; 0.2% of 350,000 active; recombinant BLM DNA unwinding, fluorescence dequenching;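 further: potency means the concentration at half of the fitted maximal effect; plate controls were vehicle for no effect and no enzyme for full effect; nearly all actives have a fitted effect of over 35% in size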
Target sequence (P54132 whole entry, looked up): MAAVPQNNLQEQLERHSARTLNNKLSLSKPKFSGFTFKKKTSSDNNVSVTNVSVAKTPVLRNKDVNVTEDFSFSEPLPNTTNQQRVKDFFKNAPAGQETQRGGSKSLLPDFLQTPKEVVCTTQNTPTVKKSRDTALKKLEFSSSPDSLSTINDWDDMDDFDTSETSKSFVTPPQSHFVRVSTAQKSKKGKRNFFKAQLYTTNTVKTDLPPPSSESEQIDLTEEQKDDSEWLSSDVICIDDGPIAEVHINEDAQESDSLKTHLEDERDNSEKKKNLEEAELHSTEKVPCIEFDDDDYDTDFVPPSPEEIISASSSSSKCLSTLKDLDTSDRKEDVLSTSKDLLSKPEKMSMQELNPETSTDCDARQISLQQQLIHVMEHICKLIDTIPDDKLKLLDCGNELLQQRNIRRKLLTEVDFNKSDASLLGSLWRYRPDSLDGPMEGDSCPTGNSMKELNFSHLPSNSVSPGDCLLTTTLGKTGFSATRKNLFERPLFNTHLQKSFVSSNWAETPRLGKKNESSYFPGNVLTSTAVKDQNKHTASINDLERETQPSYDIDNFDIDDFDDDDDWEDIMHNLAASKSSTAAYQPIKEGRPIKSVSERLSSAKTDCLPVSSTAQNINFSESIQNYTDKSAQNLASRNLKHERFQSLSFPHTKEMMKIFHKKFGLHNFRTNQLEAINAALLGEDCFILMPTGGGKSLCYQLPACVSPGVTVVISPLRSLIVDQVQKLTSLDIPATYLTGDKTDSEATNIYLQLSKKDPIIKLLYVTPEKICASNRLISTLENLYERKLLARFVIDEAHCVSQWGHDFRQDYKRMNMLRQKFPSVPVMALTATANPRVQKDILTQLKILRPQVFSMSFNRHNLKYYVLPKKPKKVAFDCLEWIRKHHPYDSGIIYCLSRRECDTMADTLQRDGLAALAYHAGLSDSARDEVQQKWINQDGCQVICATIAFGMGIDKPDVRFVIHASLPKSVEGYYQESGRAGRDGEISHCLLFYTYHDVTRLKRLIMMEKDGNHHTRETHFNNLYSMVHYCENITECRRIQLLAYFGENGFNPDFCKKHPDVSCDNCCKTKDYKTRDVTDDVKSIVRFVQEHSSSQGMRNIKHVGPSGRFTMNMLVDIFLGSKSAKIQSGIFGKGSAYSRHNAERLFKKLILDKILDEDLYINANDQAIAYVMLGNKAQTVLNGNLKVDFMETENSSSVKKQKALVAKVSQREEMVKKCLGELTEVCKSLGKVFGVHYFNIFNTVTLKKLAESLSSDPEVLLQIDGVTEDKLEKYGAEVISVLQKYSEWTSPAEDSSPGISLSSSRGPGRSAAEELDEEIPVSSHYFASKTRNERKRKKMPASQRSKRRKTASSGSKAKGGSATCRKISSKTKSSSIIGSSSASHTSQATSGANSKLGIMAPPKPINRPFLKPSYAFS
Pol iota inh: qHTS for Inhibitors of Polymerase Iota; DNA polymerase iota (Homo sapiens), Q9UNA4; Pol iota fluorescent replication assay, 10 min; Potency, µM (series often up to 115 µM), inactives show at the top dose activity, negative = inhibition, most hits filed as inhibitors; 1% of 390,000 active; AID 588590, 2011; further: potency means the concentration at half of the fitted maximal effect
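Pol iota at 10 nM preincubated 15 min with compounds at room temperature; reaction started with fluorescent substrate, 50 nM final. Fluorescence read kinetically at 0 and 10 min; buffer-only wells as negative control.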
Apoferritin bind: qHTS Assay for Identification of Novel General Anesthetics. Ferritin light chain (Equus caballus), P02791. apoferritin/1-aminoanthracene competitive binding, fluorescence. Potency, µM (highest dose often 77.5 µM), for inactives: at the highest dose activity change, negative = displacement, usual class: inhibitors. 0.074% of 350,000 active; further: potency means the concentration at half of the fitted maximal effect; on the % scale 0 is the no-effect control and ±100 the full control effect; nearly all actives have a fitted effect of over 20% in size
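Probe: 1-aminoanthracene (50% saturated, PBS). Protein: horse-spleen apoferritin, 10 uM. Incubation: 10 min, room temperature. Detection: 380 nm excitation, 535 nm emission. Analysis: normalized response, four-parameter Hill.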
POLH inh: qHTS for Inhibitors of Polymerase Eta | DNA polymerase eta (Homo sapiens), Q9Y253 | recombinant Pol eta, fluorescent DNA replication assay | Potency, µM (top dose mostly 114 µM), without a hit: at the top dose activity change, negative = inhibition, most hits filed as inhibitors | 1.2% of 390,000 active | AID 588591, 2011; further: potency means the concentration at half of the fitted maximal effect; on the % scale 0 is the no-effect control and ±100 the full control effect
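Pol eta at 10 nM preincubated with compounds 15 min at room temperature; reaction started with fluorescent substrate (50 nM final) and read kinetically at 0 and 10 min.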
Glioma ERSR ind: qHTS for Inducers of the Endoplasmic Reticulum Stress Response (ERSR) in Human Glioma: qHTS | U87-MG GRP78 promoter luciferase reporter, 16 h | Potency, µM, inactives show at the highest dose activation, hits mostly activators | 0.02% of 420,000 active | AID 602332, 2012; further: potency means the concentration at half of the fitted maximal effect; series mostly up to about 76 µM; % of control where 0% means no effect; nearly all actives have a fitted effect of over 35% in size
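Stably transfected U87-MG human glioma cells carrying a GRP78-based luminescent sensor were seeded at 1000 cells/well, pin-dosed with compounds and incubated 16 h. Luciferase reagent was then added, and end-point luminescence was read after 10 min at room temperature.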
APEX1 inh: qHTS Assay for Inhibitors of the Human Apurinic/apyrimidinic Endonuclease 1 (APE1); DNA repair nuclease/redox regulator APEX1 (Homo sapiens), P27695; recombinant APE1, TAMRA/BHQ-2 abasic DNA cleavage fluorescence; Potency, µM (series often up to 65.8 µM), without a hit: at the top dose activity change, negative = inhibition, usual class: inhibitors; 0.35% of 350,000 active;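 further: potency means the concentration at half of the fitted maximal effect; plate controls were vehicle for no effect and reference inhibitor for full effect; nearly all actives have a fitted effect of over 55% in size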
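Substrate: short duplex with […] THF abasic site, 5'-TAMRA and 3'-BHQ-2, 50 nM final. APE1 at 0.75 nM, preincubated 15 min RT with compound. Fluorescence increase from first to third read measured activity.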
LDHA block: qHTS assay for inhibitors of human lactate dehydrogenase; L-lactate dehydrogenase A chain (Homo sapiens), P00338; purified LDHA, NADH/diaphorase-resazurin fluorescence; active compounds read low; activity change, % (values are at about 110 or 230 µM); 0.15% of 480,000 active; AID 1347041, 2019; in the data active means activity change below about -30%; inconclusive means mostly about -25% to -30%;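 further: plate controls were DMSO wells for no effect and wells without enzyme for full effect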
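Resorufin fluorescence (ex540/em590), read at 0 and 20 min after diaphorase/resazurin addition, reports the NADH left after a 5 min room-temperature reaction of 2 nM human LDH5 with 0.06 mM NADH and 0.2 mM pyruvate.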
Pol beta inh: qHTS Assay for Inhibitors of DNA Polymerase Beta; Potency, µM (titrated, usually from 114 µM), inactives show at the top dose activity change, negative = inhibition, most hits filed as inhibitors; P06746; Pol beta primer extension/strand displacement, fluorescence kinetic; 1.3% of 340,000 active; further: potency means the concentration at half of the fitted maximal effect; on the % scale 0 is the no-effect control and ±100 the full control effect
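Homogeneous kinetic assay of primer extension and strand displacement by 10 nM Pol beta, preincubated 15 min at room temperature with compound before 50 nM substrate (final) was added. Read at 0 and 10 min; four-parameter Hill fit.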
Starred values were filed as active, the others as inactive; ? = inconclusive; · = not tested or not shown; & = joins results of further samples; [ ] = remark or other dose. Unless noted, the call rests on the fitted dose curve; in most records, active means well fitted curve in the direction sought with a large enough effect; inconclusive means small, poorly fitted or top-dose-only effect, or another doubt; inactive means no such curve, though single readings can be large; an effect the other way counts as inactive or inconclusive.

SMILES	POLK inh	BLM inh	Pol iota inh	Apoferritin bind	POLH inh	Glioma ERSR ind	APEX1 inh	LDHA block	Pol beta inh
Cc1ccc(NC(=O)Nc2nnc(N(C)Cc3ccccc3)s2)cc1	4%	-6%	-1%	?	-12%	-2%	·	2	?
O=C(c1ccc(F)cc1)c1cnc(Nc2ccccc2)s1	-4%	-4%	-2%	-2%	-12%	-2%	-7%	-4	1%
O=C(NCCCN1CCCC1)c1ccc(CS(=O)(=O)c2ccc(Cl)cc2)o1	-10%	1%	-18%	-7%	5%	-4%	23%	-4	18%
OCCNCCOc1ccccc1F	-5%	0%	17%	-5%	-16%	-4%	1%	-4	3%
O=C(Oc1ccc2[nH]cc(CCN3C(=O)c4ccccc4C3=O)c2c1)c1ccco1	-5%[60.1 µM]	-11%	0%	-14%	5%	3%	10%	-2	6%
CC(=O)NS(=O)(=O)c1ccc(NC(=O)CC(C)c2ccccc2)cc1 (stereo unspecified)	-10%	-1%	-7%	-3%	-10%	-3%	-1%	-6	2%
COc1ccc(NC(=O)CCc2ccccc2)cc1S(=O)(=O)N1CCOCC1	4%	·	32%	·	-18%	-3%	11%	-3	·
CC(C)CCNC(=O)C1CC(=O)N(C2CCCC2)C1 (stereo unspecified)	0%	2%	9%	2%	0%	-6%	8%	-3	-15%
O=C1C2CCCN2C(c2ccccc2)N1c1nccs1 (stereo unspecified)	-5%	-4%	1%	-17%	0%	-1%	-5%	-4	20%
CC(C)CC1Nc2ncnc(N3CCN(c4ccccn4)CC3)c2N(Cc2ccc(Br)cc2)C1=O (stereo unspecified)	8%	·	-10%	·	-17%	-2%&1%	9%	2&-8	·
CCOc1nc(NCCN2CCOCC2)nc(Nc2ccc(C)cc2)n1	-13%	1%	·	-6%	-12%	-1%	0%	-1	32%
N#Cc1ccsc1NC(=O)CN1CCN(c2ccccc2O)CC1	-10%	-2%	-6%	-12%	?	-3%	-1%	-5	-11%
Cc1ccc2c(c1)[C@H]1[C@H](CO2)[C@H](c2ccccc2)[C@]2(C)C(=O)Nc3cc(F)c(F)cc3C(=O)N12	4%	·	19%	·	-22%	-2%	-14%	-3	·
Cc1cc([N+](=O)[O-])nn1CC(=O)Nc1cnc2ccccc2c1	-3%	-1%	104%[activator]	-7%	-21%	-4%	4%	-5	24%
CCCCCn1nc(C(=O)OCc2nc(N)nc(Nc3ccccc3)n2)c2ccccc2c1=O	-8%	·	58%[activator]	·	-24%	-3%	-3%	-5&9	·
CCOc1cc(/C=N/NC(=O)C(=O)N/N=C/c2ccc(O)c(OCC)c2)ccc1O	-12%	-7%	98%[activator]	-16%	-18%	-12%	-4%	-6	43%
O=C(CN1C(=O)NC2(CCCCCC2)C1=O)N1CCC(Cc2ccccc2)CC1	-1%	0%	-4%	-5%	?	-2%	5%	-2	11%
Cn1ncc2c(NCc3cccc(Cl)c3)ncnc21	-12%[60.1 µM]	-1%	-14%	54%[activator]	0%	-1%	·	-1	-1%
Cc1ccc(-c2csc(N3CCC(NS(=O)(=O)c4ccc5c(c4)OCCO5)CC3)n2)cc1	-5%	-10%	?	5%	-1%	-7%	-8%	-18	?
COc1ccc(S(=O)(=O)N(Cc2cccnc2)Cc2cc3ccccc3[nH]c2=O)cc1	11%	2%	-8%	-15%	-14%	0%	40%	-1	18%
O=c1n(Cc2ccccc2Cl)nc2n1-c1ccccc1SC2	-8%	-7%	3%	-2%	-22%	5%	18%	-2	27%
CC1CCN(c2nc(Cl)nc(Nc3ccc([N+](=O)[O-])cc3)n2)CC1	-6%	-13%	35%[activator]	3%	-19%	6%	11%	-2	41%
CCN1CCN(c2ncc3c(n2)CCN(Cc2ccc(Br)s2)C3)CC1	-3%[60.1 µM]	1%	-4%	20%	-17%	-3%	·	6	-2%
C[C@H](NC(=O)c1nc[nH]c1C(=O)NC1CCN(C(=O)OC(C)(C)C)CC1)C(=O)OCc1ccccc1	-7%	-11%	17%	?	-26%	-10%	3%	2	0%

Arranged by the number under POLK inh (smallest number first): 3 of the compounds above.
compound	POLK inh
CCCCCn1nc(C(=O)OCc2nc(N)nc(Nc3ccccc3)n2)c2ccccc2c1=O	-8%
O=C(CN1C(=O)NC2(CCCCCC2)C1=O)N1CCC(Cc2ccccc2)CC1	-1%
COc1ccc(S(=O)(=O)N(Cc2cccnc2)Cc2cc3ccccc3[nH]c2=O)cc1	11%

Additional records.
SMILES	POLK inh	BLM inh	Pol iota inh	Apoferritin bind	POLH inh	Glioma ERSR ind	APEX1 inh	LDHA block	Pol beta inh
O=C(Nc1ccc2nsnc2c1)NC1CCCCC1	-9%	-3%	45%[activator]	·	-14%	0%	-4%	16	4%
O=C(COc1ccc([N+](=O)[O-])cc1)Nn1cnnc1	-6%	0%	23%	-3%	2%	-1%	-1%	-12	-2%
COc1ccc(C)cc1N(CC(=O)NCCN1CCOCC1)S(=O)(=O)c1ccccc1	-2%	·	11%	·	-7%	-3%	20%	-2	·
COc1ccc(OC)c(S(=O)(=O)NCCCN2CCOCC2)c1	14%	·	7%	·	-11%	-5%	12%	1	·
CN(C)c1ccc(-c2noc(C3CC(=O)N(c4ccc5c(c4)OCCO5)C3)n2)cc1 (stereo unspecified)	0%	3%	0%	-6%	4%	-4%	·	0	-12%
CC(C)(C)C(=O)Nc1ncccc1C(O)c1cccc(C(F)(F)F)c1 (stereo unspecified)	-6%	-5%	53%[activator]	-9%	0%	-2%	2%	-3	0%
COc1ccc(CNS(=O)(=O)c2cc3c4c(c2)CCN4C(=O)CC3)cc1	0%	-2%	-27%&0%	62%[activator]	-12%&-4%	-2%&-2%	-22%	1&-1	2%
COc1ccccc1C1=NC(c2ccc(C)cc2)N=C1C (stereo unspecified)	-7%	-10%	8%	-8%	-4%	9%	?	-6	0%
COc1ccc(C(C)=O)cc1COC(=O)c1cccnc1SC	-10%	-2%	0%	-12%	8%	-5%	-4%	-6	0%
CCOC(=O)C1CCCN(C(=O)c2ccc3c(c2)NC(=O)C(N2CCOCC2)S3)C1 (stereo unspecified)	-18%	-13%	-7%	-6%	4%	-4%	1%	-2	-2%
O=C(c1ccc(Cl)cc1)N1C2C=CC(C2)C1(C(F)(F)F)C(F)(F)F (stereo unspecified)	-21%	-1%	-12%	?	?	-1%	-9%	-6	0%
C=CCOC(=O)C1=C(C)NC(=O)NC1c1ccc(OCC)cc1 (stereo unspecified)	-1%	0%	91%[activator]	-2%	-13%	-2%	3%	3	43%

A different layout for some results above:
Below each SMILES – POLK inh | BLM inh | Pol iota inh | Apoferritin bind | POLH inh | Glioma ERSR ind | APEX1 inh | LDHA block | Pol beta inh
> N#Cc1ccsc1NC(=O)CN1CCN(c2ccccc2O)CC1
  -10% | -2% | -6% | -12% | ? | -3% | -1% | -5 | -11%
> Cc1ccc2c(c1)[C@H]1[C@H](CO2)[C@H](c2ccccc2)[C@]2(C)C(=O)Nc3cc(F)c(F)cc3C(=O)N12
  4% | · | 19% | · | -22% | -2% | -14% | -3 | ·

Next compounds
SMILES	POLK inh	BLM inh	Pol iota inh	Apoferritin bind	POLH inh	Glioma ERSR ind	APEX1 inh	LDHA block	Pol beta inh
Cc1ccc2nc(-c3ccccc3)nn2c1	-3%	·	57%[activator]	·	-17%	-13%	·	-13	·
COc1ccc(Cl)cc1C(=O)NNC(=S)NC(=O)/C=C/c1ccco1	-2%	-12%	16%	-3%	-10%	-3%	-6%	-4	-2%
COc1ccccc1CNC(=O)COc1ccc(C)cc1	-8%	-3%	174%[activator]	7%	-23%	-1%	5%	-1	14%
CCOc1ccc(C(=O)NCC(=O)NCCCn2nc(C)cc2C)cc1OCC	-2%	0%	19%	-3%	-8%	-2%	10%	-2	15%
O=C(NCc1ccco1)/C(=C/c1ccco1)NC(=O)c1ccc(Br)o1	-18%	2%	?	-11%	?	-2%	14%	2	-17%
Cc1cc(C)c(S(=O)(=O)NCCc2sc3nc(-c4ccc(F)cc4)nn3c2C)c(C)c1	-8%[60.1 µM]	-6%	15%	-1%	-12%	1%	·	-4	2%
CCOC(=O)CNC(=O)CSc1nc2cccnc2n1Cc1ccccc1	-7%	-6%	3%	-7%	-3%	?	12%	-6	-15%
CCCCCCOC(=O)CCc1c(C)nc(N)[nH]c1=O	-18%	1%	3%	?	3%	-4%	1%	-4	9%
C=CCOn1c(C)c(C(C)=O)c2c3no[n+]([O-])c3ccc21	0%	-5%	2%	-2%	-7%	-2%	11%	-1	54%
CC(=O)c1cc(CN2CCC(n3nccc3NC(=O)c3ccccc3C)CC2)cs1	-11%	-1%	22%	-9%	-21%	-3%	11%	-7	16%
Cc1ccc(S(=O)(=O)N2CCC3(CC2)OCCN3S(=O)(=O)c2c(C)cc(C)cc2C)cc1	-7%	·	86%[activator]	·	-20%	-3%	3%	-4	·
CCCCN(Cc1cc2ccccc2[nH]c1=O)S(C)(=O)=O	-11%	3%	16%	-3%	-18%	-3%	0%	-4&-4	-6%
Cc1cc(NC(=O)C2CC2)ncc1NC(=O)C12CC3CC(CC(C3)C1)C2	-1%	-4%	16%	?	-8%	-1%	2%	3	27%
c1cncc(-c2nc3ccccc3[nH]2)c1	-10%	4%&1%	28%	11%&-8%	7%	4%	-6%&-1%	-5	0%&12%
CN(C)c1ccc(CN(C(=O)c2ccccc2Br)C2CCS(=O)(=O)C2)cc1 (stereo unspecified)	-11%	1%	-17%	-9%	-8%	-4%	-20%	-18	29%
COc1cc2c3c(c1OC)-c1cc4c(cc1CC3(C#N)N(C(=O)c1ccccc1)CC2)OCO4 (stereo unspecified)	-12%	·	9%	·	-13%	1%	·	0	·
C=CCNC(=O)c1c(CSc2ccccc2)noc1C(=O)NCc1ccccc1	-19%	-12%	?	0%	-15%	-4%	5%	-2	5%

Compound activity as filed in PubChem.

Not all compounds are listed (hit frequency here may not be typical).
